Assay outcomes deposited in PubChem BioAssay by Johns Hopkins Ion Channel Center.
MrgX1 PAM – positive allosteric modulators of MrgX1, primary screen, HEK293 cells, Fluo-4 calcium flux. Mas-related G-protein coupled receptor member X1 (Homo sapiens), Q96LB2. FDSS; hits give high values. B-score at 10 µM. hit rate 0.63% among 310,000. AID 588675, 2011;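 active = plate-corrected calcium response at least 3 library SD above typical, normal starting fluorescence, not activating the receptor alone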;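 note: compound read alongside a low EC10 to EC30 dose of BAM8-22 agonist; peak minus trough fluorescence over baseline measured at the second addition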
Target sequence (Q96LB2 whole entry, looked up): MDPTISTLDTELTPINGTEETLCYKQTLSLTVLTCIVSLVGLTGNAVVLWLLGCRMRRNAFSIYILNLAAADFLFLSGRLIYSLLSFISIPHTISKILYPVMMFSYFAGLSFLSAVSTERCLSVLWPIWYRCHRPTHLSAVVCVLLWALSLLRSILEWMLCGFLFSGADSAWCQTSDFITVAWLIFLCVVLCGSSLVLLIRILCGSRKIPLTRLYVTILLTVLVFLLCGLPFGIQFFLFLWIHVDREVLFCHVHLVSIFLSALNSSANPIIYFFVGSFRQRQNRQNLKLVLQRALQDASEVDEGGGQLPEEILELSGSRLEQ
MrgX1 ag – agonists of human MrgX1 receptor, primary screen, HEK293 cells, Fluo-4 calcium flux | Fluo-4 calcium fluorescence, agonist mode; hits give high values | B-score at 10 µM | hit rate 0.44% among 310,000;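 active = calcium response B-score plate-corrected fluorescence ratio at least 3 library SD, with starting fluorescence B-score inside 5 SD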
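Material: MrgX1-expressing HEK293 cells / Dosing: compound as first of three additions / Incubation: overnight seeding, then 1 h dark dye loading / Signal: Fluo-4 NW calcium fluorescence / Evaluation: B-scored fluorescence response ratio / Benchmarks: positive and negative control wells on each plate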
MrgX1 antagonist – antagonists of human MrgX1 receptor, primary screen, HEK293 cells, Fluo-4 calcium flux; Mas-related G-protein coupled receptor member X1 (Homo sapiens), Q96LB2; BAM8-22 antagonism; hits give low values; B-score at 10 µM; hit rate 1.3% among 310,000;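 active = calcium-response B-score plate-corrected more than 3 library SD below zero, starting fluorescence within 5 deviations, no agonist response on first addition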;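 note: peak minus trough fluorescence over baseline after final BAM8-22 challenge near maximal dose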
* hit, by the source's call; i = inactive. Only part of the results is shown. The share of hits here may be higher or lower than overall.

Below each SMILES – MrgX1 PAM | MrgX1 ag | MrgX1 antagonist
CCN1C(=O)[C@@H]2[C@@H](c3ccc(-c4ccc(C(C)=O)cc4)c(OC)c3)N3CCC[C@@]3(C(=O)OC)[C@@H]2C1=O
→ i | i | i
COc1cc(C2C(C#N)=C(N)Oc3cc(N)ccc32)cc(OC)c1OC (stereo unspecified)
→ i | i | i
O=c1[nH]c2ccc(Cl)cc2c(-c2ccccc2)c1CN1CCOCC1
→ i | i | i
Nc1nc(N)c2nc(CNc3ccc(C(=O)NC(CCC(=O)O)C(=O)O)cc3)cnc2n1 (stereo unspecified)
→ i | i | i
O=C(O)c1ccccc1Nc1cccc(OCc2ccc3ccccc3n2)c1
→ i | i | i
Cc1cccc(-n2c(Cc3cc(=O)[nH]c(=O)[nH]3)nnc2SCC(=O)NCC2CCCO2)c1 (stereo unspecified)
→ i | i | i
CCNC(=O)OCCC12CC3CC(CC(C3)C1)C2
→ i | i | i
N#CC(C#N)=C1C=CC=CN1/C(=C\c1ccccc1Cl)C(=O)c1ccccc1
→ i | i | i
COc1ccc(C)cc1N(C(=O)c1cccc(F)c1)c1nc2ccccc2s1
→ i | i | i
C1=C(CCNc2ncnc3c2[nH]c2ccccc23)CCCC1
→ i | i | i
CCn1nccc1C(=O)Nc1nccs1
→ i | i | i
Cn1c(=O)c2c(nc(CN3CCCCC3)n2Cc2c(F)cccc2Cl)n(C)c1=O
→ i | i | i
CCCCCn1c(=O)[nH]c2cc(C(=O)NCCN3CCOCC3)ccc2c1=O
→ i | i | i
Cc1ccccc1OCC1Cc2c(nc(N)c(C#N)c2N)O1 (stereo unspecified)
→ i | i | i
O=C(CSc1nc2c(cnn2-c2ccc(F)cc2)c(=O)[nH]1)N1CCOCC1
→ i | i | i

Additional results.
Below each SMILES – MrgX1 PAM | MrgX1 ag | MrgX1 antagonist
Cn1nc(-c2ccccc2)cc1NC(=O)c1ccc(Cl)cc1
→ i | i | i
NC(CC(=O)O)c1cccc(OCc2ccccc2)c1 (stereo unspecified)
→ i | i | -5.4*
O=C1OC(Nc2ccc(Br)cn2)c2ccccc21 (stereo unspecified)
→ i | i | i
COc1cc(NC(=O)CN2CCN(c3ccccc3F)CC2)cc(OC)c1
→ i | i | i
COc1ccc(NC(=O)C2C3C=CC(C3)C2C(=O)NCc2ccccn2)c(OC)c1 (stereo unspecified)
→ i | i | i
CS(=O)(=O)c1cccc(C(=O)NCc2ccc(F)cc2)c1
→ i | i | i
COc1cc(C(C#N)N2CCOCC2)ccc1O (stereo unspecified)
→ i | i | i
CCOc1ccccc1NC(=O)CCS(=O)(=O)c1cccc2nonc12
→ 7.5* | i | i
C#CCOCCOCCOCCNc1nc(N2CCN(C(=O)CCCCCCCCCCNC(=O)[C@H]([C@@H](C)CC)n3cc(CCCCN=C(N)N)nn3)CC2)nc(N2CCN(C(=O)CCCCCCCCCCNC(=O)[C@H]([C@@H](C)CC)n3cc(CCCCN=C(N)N)nn3)CC2)n1
→ i | 38* | i
Cc1ccc(S(=O)(=O)N2CC(C(=O)O)=CC[C@H]2c2ccc(Cl)cc2)cc1
→ i | i | i
CCOc1ccc(C(=O)Nc2c3c(nn2-c2ccc(C)cc2)CS(=O)C3)cc1OCC (stereo unspecified)
→ i | i | i
COc1ccccc1N1CCN(CCN(C(=O)c2ccc(F)cc2)c2ccccn2)CC1
→ i | i | i
Cn1c(-c2ccc(C(F)(F)F)cc2)cc2onc(-c3ccccc3)c2c1=O
→ i | i | i
O=C(COC(=O)CNS(=O)(=O)c1cccc(Br)c1)NC(=O)Nc1ccc2c(c1)OCCO2
→ i | i | i
N#Cc1c(N)sc(=S)c2c1CCN(Cc1ccccc1)C2
→ i | i | i

Among those listed so far, these contain a cyano group.
Below each SMILES – MrgX1 PAM | MrgX1 ag | MrgX1 antagonist
COc1cc(C2C(C#N)=C(N)Oc3cc(N)ccc32)cc(OC)c1OC (stereo unspecified)
→ i | i | i
N#CC(C#N)=C1C=CC=CN1/C(=C\c1ccccc1Cl)C(=O)c1ccccc1
→ i | i | i
Cc1ccccc1OCC1Cc2c(nc(N)c(C#N)c2N)O1 (stereo unspecified)
→ i | i | i
COc1cc(C(C#N)N2CCOCC2)ccc1O (stereo unspecified)
→ i | i | i
N#Cc1c(N)sc(=S)c2c1CCN(Cc1ccccc1)C2
→ i | i | i

Further entries follow:
Below each SMILES – MrgX1 PAM | MrgX1 ag | MrgX1 antagonist
NC(=O)c1cc([N+](=O)[O-])c(Cl)cc1NCc1ccccn1
→ i | i | i
Cc1ccc([C@@H]2CC=C(C(=O)O)[C@H](c3ccccc3F)N2S(=O)(=O)c2ccc(C)cc2)cc1
→ 8.9* | i | i
CCN(CC)c1ccc(NC(=O)CSc2nnc(N)s2)cc1C
→ i | i | i
Cc1cc(C)nc(NS(=O)(=O)c2ccc(N3C(=O)C4CC=C(Cl)CC4C3=O)cc2)n1 (stereo unspecified)
→ i | i | i
COC(=O)c1c(NC(=O)Nc2ccc(Cl)cc2)sc(C)c1C
→ i | i | i
COc1ccc(C2C=C(c3ccc(Cl)cc3)Nc3nc(NC(C)=O)nn32)cc1 (stereo unspecified)
→ i | i | i
CCCc1nc2ccccc2c(C(=O)OCc2nnc(-c3cc(OC)c(OC)c(OC)c3)o2)c1CC
→ i | i | i
Cc1ccc(NC(=O)C2CCCCC2)cc1C
→ i | i | i
CCOc1ccc(OCC)c(NC(=O)CSc2nnc(Cn3cnc4ccccc43)n2C)c1
→ i | i | i
CCC(CC)n1[nH]c(=O)c2c(C)cc(C)nc21
→ i | i | i
COc1cccc(C(=O)N2CCN(Cc3cc(Br)ccc3OC)CC2)c1
→ i | i | i
CCC(C)(C)C1CCc2[nH]nc(C(=O)NCc3ccccn3)c2C1 (stereo unspecified)
→ i | i | i
COc1ccc([C@@H]2CC=C(C(=O)O)[C@H](c3ccc(Cl)cc3)N2S(=O)(=O)c2ccc(C)cc2)cc1OC
→ i | i | i
NC(=O)N/N=C/c1ccc([N+](=O)[O-])o1
→ i | i | i
N#Cc1nc(COc2ccc(Cl)cc2)oc1N1CCCCCC1
→ i | i | i

More compounds
Below each SMILES – MrgX1 PAM | MrgX1 ag | MrgX1 antagonist
Cc1ccc(S(=O)(=O)N2CCC(C(=O)N3CCN(Cc4ccccc4)CC3)CC2)cc1
→ i | i | i
CCOC(=O)[C@H]1[C@H]2COc3ccc(Cl)cc3[C@@H]2N2C(=O)c3ccc(C)cc3NC(=O)[C@@]12C
→ i | i | i
Cc1cc(C)c2c(c1)[C@@H]1C=CC[C@@H]1[C@H](c1ccc(S(=O)(=O)N3CCOCC3)cc1)N2
→ i | i | i
C[C@@]12C(=O)Nc3cc(Cl)ccc3C(=O)N1[C@H]1c3cc(Br)ccc3OC[C@@H]1[C@@H]2c1ccccc1
→ i | i | i
CCCc1c(OCCCOc2ccc(OCC(=O)O)cc2)ccc(C(C)=O)c1O
→ i | i | i
CCOc1c2ccccc2nn1CCO
→ i | i | i
COc1ccc(-c2cn(Cc3ccc(C(N)=O)cc3)c(-c3ccc(Cl)nc3)n2)cc1
→ i | i | i
O=C(CSc1ncn(-c2ccccc2)n1)N1CCc2ccccc21
→ i | i | i
Cc1ccc(NC(=S)Nc2ccc3nc(-c4ccccn4)c(-c4ccccn4)nc3c2)cc1C
→ i | i | i
CN(C)c1ccc(N=Cc2ccco2)cc1
→ i | i | i
O=C(OCC(=O)N1CCN(c2ccccc2)CC1)c1ccc2ncsc2c1
→ i | i | i
Cc1sc2nc(N)sc2c1C
→ i | i | i
C#CCOCCOCCOCCNc1nc(N2CCOCC2)nc(N2CCN(C(=O)CCCCCCCCCCNC(=O)[C@@H](CCSC)n3cc(CCO)nn3)CC2)n1
→ i | i | i
CCN(CC)c1ccc(NC(=O)CN2CCN(c3nc(C)cc(C)n3)CC2)cc1
→ i | i | i
CCOc1ccc(CNc2ccc3c(c2)nc(C)n3C)cc1
→ i | i | i

Remaining list, next part.
Below each SMILES – MrgX1 PAM | MrgX1 ag | MrgX1 antagonist
O=C(O)c1ccccc1OCCOCCOc1ccccc1C(=O)O
→ i | i | i
C=C(C)C(=O)Nc1cccc(C2=NOC3(C2)C[C@@H](C(N)=O)N(C(=O)c2ccc(Cl)cc2)C3)c1 (stereo partly specified)
→ i | i | i
Cn1cccc1/C=C1\SC(=S)N(NC(=O)c2ccccc2)C1=O
→ i | i | i
CCOc1ccc(NS(=O)(=O)c2ccc3[nH]cc(C(=O)N(CC)CC)c(=O)c3c2)cc1
→ i | i | i
C=CCSC1=NC(=O)/C(=C/c2cccs2)S1
→ i | i | i
CS(=O)(=O)N(Cc1nc(-c2ccc(F)cc2)no1)c1ccccc1Cl
→ i | i | i
CCOC(=O)C1=C(C)N(CCCC(=O)NCc2ccc3c(c2)OCO3)C(=O)NC1c1ccc(Br)cc1 (stereo unspecified)
→ i | i | i
C/C(=C/Cc1c(O)cc2oc(C)cc(=O)c2c1O)COC1OC(CO)C(O)C(O)C1O (stereo unspecified)
→ i | i | i
CCOc1cc(NC(=O)c2ccco2)c(OCC)cc1NC(=O)CCC(=O)NCc1cccnc1
→ i | i | i
C[C@H]1CN=C(N(C)C)N1CCCC1CCCC1
→ i | i | i
COc1ccc(CSc2nc(C)cc(=O)[nH]2)cc1
→ i | i | i
Cc1cccc(CN2CCC(CNC(=O)C3CCCN(S(=O)(=O)c4cnc[nH]4)C3)CC2)c1 (stereo unspecified)
→ i | i | i
C#CCOCCOCCOCCNc1nc(N2CCN(C(=O)CCCCCCCCCCNC(=O)[C@H](CO)n3cc(CCCSC)nn3)CC2)nc(N2CCN(C(=O)CCCCCCCCCCNC(=O)[C@H](CCCN=C(N)N)n3cc(C[C@@H](C)CC)nn3)CC2)n1
→ i | i | i
Fc1ccc(CN2CCCCCC2)c(F)c1
→ i | i | i
Brc1ccc(C2Nc3cccc4cccc(c34)N2)s1
→ i | i | i

(further entries)
Below each SMILES – MrgX1 PAM | MrgX1 ag | MrgX1 antagonist
CCCn1c(=NC(C)=O)c(C(=O)OCC)cc2c(=O)n3ccccc3nc21
→ i | i | i
Clc1ccc(C[n+]2csc3ccccc32)cc1
→ i | i | i
CCC(C)NCC(=O)Nc1ccc(-c2nc3cc(NC(=O)CNC(C)CC)ccc3o2)cc1 (stereo unspecified)
→ i | i | i
Cc1c(NC(=O)Nc2ccc(Cl)c(Cl)c2)c(=O)n(-c2ccccc2)n1C
→ i | i | i
Ic1ccc(N2CCN(Cc3c[nH]c4ncccc34)CC2)cc1
→ i | i | i
CN(C)c1ccc([C@@H]2[C@@H]([N+](=O)[O-])[C@H]3C=Cc4ccccc4N3[C@H]2C(=O)c2ccc(Cl)cc2)cc1
→ i | i | i
O=C(O)COc1ccc(/C=N/n2cnc3scc(-c4cccs4)c3c2=O)cc1
→ i | i | i
S=C(Nc1cccc(Cl)c1)Nc1cccc2cnccc12
→ i | i | i
Cc1ccc(C)c(S(=O)(=O)N2CCC(c3nc4c(nnn4Cc4ccc(F)cc4)c(=O)[nH]3)CC2)c1
→ i | i | i
O=C(C1=C(O)C(=O)N(CCN2CCOCC2)C1c1cccnc1)c1cc2ccccc2o1 (stereo unspecified)
→ i | i | i
C#CCOCCOCCOCCNc1nc(N2CCN(C(=O)CCCCCCCCCCNC(=O)Cn3cc(CCCCCN)nn3)CC2)nc(N2CCN(C(=O)CCCCCCCCCCNC(=O)[C@H]([C@@H](C)CC)n3cc(CCCCN=C(N)N)nn3)CC2)n1
→ i | 116* | i
CCC1(c2ccccc2)NC(=O)N(C)C1=O (stereo unspecified)
→ i | i | i
COC(=O)C1=C(C)N(CC2CC2)C(=O)N[C@H]1c1ccc(Br)cc1
→ i | i | i
CN1/C(=C\C=Nc2ccc3ccccc3c2)C(C)(C)c2ccccc21
→ i | 83* | i
CN(C)C1=NC[C@H](Cc2ccccc2)N1CCCC1CCCC1
→ i | i | -5.6*

Single records, as listed above. Order of values: MrgX1 PAM | MrgX1 ag | MrgX1 antagonist
CN(C)C1=NC[C@H](Cc2ccccc2)N1CCCC1CCCC1 is listed with i | i | -5.6*
CCC1(c2ccccc2)NC(=O)N(C)C1=O (stereo unspecified) is listed with i | i | i

(further entries)
Below each SMILES – MrgX1 PAM | MrgX1 ag | MrgX1 antagonist
O=C(NC1=NC2CCCCC2N1)c1ccccc1 (stereo unspecified)
→ i | i | i
CCCC1Cc2c(sc3nc(SC)nc(N)c23)CO1 (stereo unspecified)
→ i | i | i
COC/C=C/C1=CC2=CC(=O)C(C)(OC(=O)c3ccco3)C(=O)C2=CO1 (stereo unspecified)
→ i | i | i
Cc1cccc(-n2nc3c(c2NC(=O)c2ccc(Br)o2)CSC3)c1C
→ i | i | i
NC(=O)CC1NC(=O)c2cc([N+](=O)[O-])cc(I)c2OCCC(C(N)=O)NC(=O)[C@@H]2CCCN2C1=O (stereo partly specified)
→ i | i | i
C=CC[N+](C)(C)c1ccc(CCC(=O)CCc2ccc([N+](C)(C)CC=C)cc2)cc1
→ i | i | i
Cc1ccc(CNC(=O)c2cc(-c3ccccc3C)n(CC3CC(c4cccc([N+](=O)[O-])c4)=NO3)n2)cc1 (stereo unspecified)
→ i | i | i
O=C(CSc1nnc(Cc2cc(=O)[nH]c(=O)[nH]2)n1-c1ccc(Cl)cc1)NC1CCCC1
→ i | i | i
c1ccc(NC2=NCCN2CCCC2CCCCC2)cc1
→ i | i | i
Cc1ccc(Nc2nc(Oc3ccc(=O)[nH]n3)nc(N(C)C)n2)cc1
→ i | i | i
O=Cc1cn(-c2ccccc2)nc1-c1ccc2c(c1)OCCO2
→ i | i | i
